Assay outcomes as filed in PubChem BioAssay.
S1P4 antagonist: human S1P4 receptor antagonism; O95977; S1P4-expressing cells, antagonist mode, reporter read-out; inhibition, % at 4.98 µM; 0.26% of 220,000 active; AID 1510; in the data active means inhibition above about 29%;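 further: 0% = wells stimulated with agonist and 100% = vehicle wells without agonist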
BaF3 parental: reduces parental Ba/F3 cell viability, JAK2V617F counter-screen; CellTiter-Glo ATP luminescence; inhibition, % at 5.6 µM; 1.1% of 220,000 active;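 active means inhibition above a per-campaign cutoff, the mean inhibition of all tested compounds plus 3 SD, cut at about 27% in these data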;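 further: 0% = DMSO wells and 100% = JAK Inhibitor I control wells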
MDM2 E3 inh: Mdm2 E3 ligase (human) inhibition. Q00987. cell-based MDM2 ubiquitination luciferase reporter, 2 h; 0 = plate control, 100 = twice control, blank-subtracted. AID 1230. signal enhancement, % at 5 µM. 0.11% of 210,000 active;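 active means signal enhancement of 30% or more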;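 further: luminescence tracks abundance of the self-degrading MDM2-luciferase fusion protein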
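Material: stable MDM2–luciferase fusion reporter cells / Quantity: 2000 cells/well / Dosing: single 5 µM compound dose, 0.2% final DMSO / Buffer or medium: DMEM / Schedule: 4 h cell settling then 2 h compound exposure, 37 °C / Detection: luminescence with SteadyLite reagent, 15 min at room temperature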
Wee1 degr inh: inhibitors of human Wee1 degradation; HeLa Luc-Wee1K328M stability, luciferase luminescence; 100% = proteasome inhibitor MG132 effect; reporter increase, % at 5 µM; 1.2% of 220,000 active;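 active means activation above the mean of all tested compounds plus 3 SD, set per screening run, cut at about 8.8% in these data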;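 further: cells exposed to compound for 20 h before luminescence read; 0% = DMSO alone and 100% = MG132 at 30 µM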
Target sequence (P30291 whole entry K328M): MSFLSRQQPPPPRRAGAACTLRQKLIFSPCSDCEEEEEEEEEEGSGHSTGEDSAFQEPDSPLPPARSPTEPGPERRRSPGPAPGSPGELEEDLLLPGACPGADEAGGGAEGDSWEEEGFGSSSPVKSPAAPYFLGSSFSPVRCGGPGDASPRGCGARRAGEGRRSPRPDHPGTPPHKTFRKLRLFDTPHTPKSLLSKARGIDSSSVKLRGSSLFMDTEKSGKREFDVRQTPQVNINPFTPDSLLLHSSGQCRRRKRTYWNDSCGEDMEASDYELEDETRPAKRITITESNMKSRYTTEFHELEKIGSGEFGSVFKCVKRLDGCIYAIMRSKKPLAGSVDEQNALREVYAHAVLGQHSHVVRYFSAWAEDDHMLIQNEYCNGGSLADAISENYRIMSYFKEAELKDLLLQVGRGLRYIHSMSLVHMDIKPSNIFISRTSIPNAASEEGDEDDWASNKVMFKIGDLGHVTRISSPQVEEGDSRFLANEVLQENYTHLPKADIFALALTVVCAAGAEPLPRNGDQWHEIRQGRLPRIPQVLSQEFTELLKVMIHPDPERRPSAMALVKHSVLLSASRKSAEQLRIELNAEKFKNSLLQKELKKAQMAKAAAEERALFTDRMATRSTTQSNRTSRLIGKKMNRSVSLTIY
PERK inhibitor: human PERK inhibition, primary cell-based screen; 0.17% of 220,000 active; Q9NZJ5; inhibition, % at 5.6 µM; CHO PERK-DD fusion, SEAP luminescence translation reporter;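 active means inhibition above the mean inhibition of all tested compounds plus 3 SD, set separately per screening campaign, cut at about 2.9% in these data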;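 further: PERK kinase domain activated by AP20187 dimerizer at 100 nM; 0% = DMSO with dimerizer and 100% = rapamycin at 8.4 µM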
Ba/F3 V617F tox: loss of viability in JAK2V617F-driven Ba/F3 cells; Ba/F3 EpoR-JAK2V617F viability, ATP luminescence; inhibition, % at 5.6 µM; 1.1% of 220,000 active;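 active means inhibition above the campaign mean plus 3 SD over all tested compounds, cut at about 24% in these data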;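 further: cytokine-independent growth of Ba/F3 cells driven by EpoR plus mutant JAK2; 0% = DMSO-treated cells and 100% = JAK inhibitor I control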
S1P4 agonist: human S1P4 receptor agonism; O95977; S1P4-expressing cell line, agonist reporter assay; activation, % at 4.98 µM; 0.35% of 220,000 active; AID 1509; in the data active means activation above about 11%;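 further: 0% = DMSO vehicle and 100% = reference agonist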
eIF4E 4G PPI: inhibitors of eIF4E and eIF4G interaction in translation initiation. AID 782. inhibition, % at 21.7 µM. 0.37% of 220,000 active. TR-FRET eIF4E-eIF4GI(517-606) binding, 2 h. P63073+Q04637;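 active means inhibition above about 30%, limit read from the data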;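 further: 0% = full FRET control wells and 100% = background wells lacking eIF4GI fragment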
NPY-Y2 PAM-ag: potentiators or agonists of human neuropeptide Y receptor Y2. P49146. cells expressing NPY-Y2, potentiator/agonist read-out. activation, % at 3.6 µM. 0.45% of 220,000 active; in the data active means activation above about 27%;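 further: cells stimulated with NPY near EC25 plus isoproterenol at EC100; 0% = vehicle plus submaximal agonist and 100% = vehicle plus saturating agonist; some results beyond the cut were filed as inactive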
* hit, by the source's call; [ ] = remark or other dose. This is a random part of the collection. Share with any hit: about 4.1%.

Sequence of screens – S1P4 antagonist	BaF3 parental	MDM2 E3 inh	Wee1 degr inh	PERK inhibitor	Ba/F3 V617F tox	S1P4 agonist	eIF4E 4G PPI	NPY-Y2 PAM-ag
1: CCCc1nc2c(o1)CC(CC(C)SCC)CC2=O (centres undefined)
→ -4	-3	-4	-2	0.2	-4	1.1	-13	5
2: COc1ccc(CNC(=O)COC(=O)CCC(=O)c2cccs2)cc1
→ 8	0	-6	1	0.7	0	-1.1	-2	-4
3: Cc1c(C(=O)NCCCN2CCOCC2)sc2ncnc(N3CCN(c4ccccc4)CC3)c12
→ -5	2	8	-1	-0.4	-2	-1.2	-2	11
4: COc1ccc(CNc2oc(C)nc2C#N)cc1
→ 10	6	-7	5	0.8	4	-0.5	-4	-12
5: COc1ccc(CCNC(=O)CN2C(=O)NC(CCSC)C2=O)cc1 (centres undefined)
→ 1	0	-11	1	1.1	5	0.3	4	-10
6: CCOC(=O)c1c(-c2ccccc2)cn2ccccc12
→ -8	1	-14	1	-1.0	4	0.7	12[fluorescence artefact?]	-5
7: N#CCC(=O)N/N=C/c1cn(Cc2cccc3ccccc23)c2ccccc12
→ 0	-4	-4	2	1.9	-1	-1.7	2	8
8: O=C(NCC1CCCO1)C1CC(c2ccccc2Cl)=NO1 (centres undefined)
→ -21	4	2	-3	0.3	-4	-0.8	5	-2
9: Cc1cc(O)cc(=O)n1C
→ 0	1	0	-3	0.5	-3	-1.8	1	-3
10: O=C(Cc1ccccc1)NCc1cccnc1
→ -1	0	-5	7	1.1	-2	-0.4	-2	0

5 compounds already listed, ordered by the number in S1P4 agonist, falling:
nr | compound | S1P4 antagonist | MDM2 E3 inh | Wee1 degr inh | PERK inhibitor | S1P4 agonist | eIF4E 4G PPI | NPY-Y2 PAM-ag
1 | CCCc1nc2c(o1)CC(CC(C)SCC)CC2=O (centres undefined) | -4 | -4 | -2 | 0.2 | 1.1 | -13 | 5
6 | CCOC(=O)c1c(-c2ccccc2)cn2ccccc12 | -8 | -14 | 1 | -1.0 | 0.7 | 12[fluorescence artefact?] | -5
8 | O=C(NCC1CCCO1)C1CC(c2ccccc2Cl)=NO1 (centres undefined) | -21 | 2 | -3 | 0.3 | -0.8 | 5 | -2
7 | N#CCC(=O)N/N=C/c1cn(Cc2cccc3ccccc23)c2ccccc12 | 0 | -4 | 2 | 1.9 | -1.7 | 2 | 8
9 | Cc1cc(O)cc(=O)n1C | 0 | 0 | -3 | 0.5 | -1.8 | 1 | -3

Retrieved one by one from the list above:
Sequence of screens – S1P4 antagonist	BaF3 parental	MDM2 E3 inh	Wee1 degr inh	PERK inhibitor	Ba/F3 V617F tox	S1P4 agonist	eIF4E 4G PPI	NPY-Y2 PAM-ag
2: COc1ccc(CNC(=O)COC(=O)CCC(=O)c2cccs2)cc1
→ 8	0	-6	1	0.7	0	-1.1	-2	-4
5: COc1ccc(CCNC(=O)CN2C(=O)NC(CCSC)C2=O)cc1 (centres undefined)
→ 1	0	-11	1	1.1	5	0.3	4	-10

The list goes on.
Sequence of screens – S1P4 antagonist	BaF3 parental	MDM2 E3 inh	Wee1 degr inh	PERK inhibitor	Ba/F3 V617F tox	S1P4 agonist	eIF4E 4G PPI	NPY-Y2 PAM-ag
11: Cn1cnnc1SCC(=O)N1N=C(c2ccc(Cl)cc2)CC1c1ccco1 (centres undefined)
→ -8	4	-10	3	0.0	6	2.1	-2	4
12: O=C(COC(=O)CCS(=O)(=O)c1ccc(Cl)cc1)NC1CCCCC1
→ -7	5	-10	2	0.1	-1	1.4	12	-9
13: CCN(CCNC(=O)C1CCN(Cc2nc(-c3cccc(Cl)c3)oc2C)CC1)c1ccccc1
→ 4	7	-23	0	-1.5	1	-2.0	-9	20
14: O=C(CSc1nc2ccccc2n1CCc1ccccc1)NC1CCS(=O)(=O)C1 (centres undefined)
→ 5	1	-16	1	-1.2	-4	-3.1	-4	4
15: O=C(CN1CCN(c2ccccc2F)CC1)NC(=O)NCc1ccco1
→ -1	8	-9	1	0.7	2	1.4	-1	-1
16: CC(C)(C)c1ccc(NC(=S)NCc2cccnc2)cc1
→ -6	2	-11	-1	1.5	-1	0.1	0	6
17: Cn1c(=O)c2c(nc(-n3ccnc3)n2C)n(C)c1=O
→ 3	-2	-12	-3	1.0	-3	0.2	10[fluorescence artefact?]	4
18: COc1cc(OC)cc(C(=O)O/N=C(\N)c2ccncc2)c1
→ -5	6	-3	0	1.8	0	0.4	0[fluorescence artefact?]	0
19: O=C(COC(=O)/C=C/c1ccccc1[N+](=O)[O-])NCC1CCCO1 (centres undefined)
→ -3	5	-6	2	0.3	-1	2.0	0	1
20: O=C(NCc1ccc(F)cc1)C(C(=O)NCc1ccc(F)cc1)c1ncc(C(F)(F)F)cc1Cl
→ -12	4	-7	-1	-0.1	-1	0.9	4	8

Continued (five carried over from the part before).
entry	Molecule	S1P4 antagonist	BaF3 parental	MDM2 E3 inh	Wee1 degr inh	PERK inhibitor	Ba/F3 V617F tox	S1P4 agonist	eIF4E 4G PPI	NPY-Y2 PAM-ag
16	CC(C)(C)c1ccc(NC(=S)NCc2cccnc2)cc1	-6	2	-11	-1	1.5	-1	0.1	0	6
17	Cn1c(=O)c2c(nc(-n3ccnc3)n2C)n(C)c1=O	3	-2	-12	-3	1.0	-3	0.2	10[fluorescence artefact?]	4
18	COc1cc(OC)cc(C(=O)O/N=C(\N)c2ccncc2)c1	-5	6	-3	0	1.8	0	0.4	0[fluorescence artefact?]	0
19	O=C(COC(=O)/C=C/c1ccccc1[N+](=O)[O-])NCC1CCCO1 (centres undefined)	-3	5	-6	2	0.3	-1	2.0	0	1
20	O=C(NCc1ccc(F)cc1)C(C(=O)NCc1ccc(F)cc1)c1ncc(C(F)(F)F)cc1Cl	-12	4	-7	-1	-0.1	-1	0.9	4	8
21	O=C(Nc1nc2ccc(F)cc2s1)C1CCN(S(=O)(=O)c2cc([N+](=O)[O-])ccc2Cl)CC1	-11	5	-37	-3	-0.9	11	0.1	3	30
22	Cc1cc(C)cc(OC2CCCCC2NS(=O)(=O)c2ccccc2)c1 (centres undefined)	-18	3	0	1	0.2	-2	0.2	2	5
23	Cc1ccc(-n2c(SCC(N)=O)nnc2-c2cccnc2)c(C)c1	7	-3	7	-6	0.3	-2	0.5	0	-12
24	C=C(C)CNC(=S)N/N=C(\C)c1ccc(-n2ccnc2)cc1	5	5	-10	0	-1.1	1	0.4	3	-17
25	COC(=O)C(CC(=O)Nc1cc(C)ccc1C)Nc1ccccc1OC (centres undefined)	-3	4	-15	0	-1.6	2	-0.7	-3[fluorescence artefact?]	1
26	O=C1NC(=O)C2(COC(c3cccc([N+](=O)[O-])c3)OC2)S1 (centres undefined)	-15	9	-10	-1	1.2	0	0.9	1	1
27	Cc1noc(C)c1C(=O)OCC(=O)Nc1cc(S(=O)(=O)N2CCOCC2)ccc1Cl	-7	5	-9	0	-0.1	5	0.2	-2	-2
